DUSP3 inh = inhibitors of human VHR1 phosphatase (DUSP3). recombinant VHR phosphatase, pNPP absorbance. P51452. 290,000 compounds, 0.52% hits. inhibition, % at 13.3 µM. AID 1654; in the data active means inhibition above about 50%; further: some compounds called inactive have numbers as strong as hits
Target sequence (P51452 whole entry, looked up): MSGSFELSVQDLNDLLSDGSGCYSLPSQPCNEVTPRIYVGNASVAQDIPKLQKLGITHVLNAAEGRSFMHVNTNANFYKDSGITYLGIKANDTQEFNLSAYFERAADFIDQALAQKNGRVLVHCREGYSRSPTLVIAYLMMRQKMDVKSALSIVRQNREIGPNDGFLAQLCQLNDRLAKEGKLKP
PrPC TRFRET = inhibitors of human cell surface prion protein PrPC; P04156; TR-FRET read-out; inhibition, % at 13.8 µM; 370,000 compounds, 0.43% hits; AID 720596; in the data active means inhibition above about 24%; further: 0% = median of the test wells and 100% = reference compound wells
CCHF vOTU inh = blocks the CCHF virus ovarian tumor domain protease | CCHFV vOTU protease, Pep-AMC fluorescence | inhibition, % at 11.5 µM | 370,000 compounds, 0.55% hits; in the data active means inhibition above about 30%; further: 0% = vehicle wells with enzyme and 100% = no enzyme wells
Rv3671c protease = Rv3671c (M. tuberculosis) protease inhibition; inhibition, % at 5.96 µM; 320,000 compounds, 0.048% hits; in the data active means inhibition above about 38%;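 further: extracellular domain of Rv3671c used as enzyme; 0% = enzyme with DMSO and 100% = no enzyme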
Target sequence (P9WHR9 whole entry, looked up, the tested form may be a part): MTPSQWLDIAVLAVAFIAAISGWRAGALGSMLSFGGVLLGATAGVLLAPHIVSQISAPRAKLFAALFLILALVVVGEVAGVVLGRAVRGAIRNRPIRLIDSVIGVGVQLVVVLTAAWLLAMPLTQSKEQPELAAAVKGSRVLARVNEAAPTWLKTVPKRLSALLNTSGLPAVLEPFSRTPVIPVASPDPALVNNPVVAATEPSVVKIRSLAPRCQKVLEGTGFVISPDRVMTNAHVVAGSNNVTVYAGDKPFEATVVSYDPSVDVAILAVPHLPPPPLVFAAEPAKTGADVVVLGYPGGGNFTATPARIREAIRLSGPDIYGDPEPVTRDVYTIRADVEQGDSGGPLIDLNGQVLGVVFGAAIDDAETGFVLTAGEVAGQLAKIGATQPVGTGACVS
SARS 3CLpro inh = SARS-CoV 3CLpro protease inhibition. recombinant SARS-CoV 3CLpro, quenched FRET peptide cleavage. inhibition, % at 6 µM. 290,000 compounds, 0.14% hits; in the data active means inhibition above about 12%
TcdB GH inh = TcdB glycohydrolase inhibition | 350,000 compounds, 0.24% hits | inhibition, % at 9.99 µM | P18177 | TcdB glycohydrolase enzymatic assay, plate reader; in the data active means inhibition above about 10%
Y pestis TopoI = Y. pestis Topo-I inhibition via cleavage products; Y. pestis Topo-I cleavage product accumulation, plate reader; activity, % at 10 µM; 360,000 compounds, 0.064% hits; AID 504884; in the data active means activity above about 50%, passing the limit was not always enough; further: inactives centre near 2
MazF activator = activators of E. coli MazEF toxin-antitoxin RNase | P0AE70 | AID 504720 | FAM/BHQ RNA-DNA oligo cleavage fluorescence, 5 h | activation, % at 20 µM | 350,000 compounds, 0.32% hits; in the data active means activation above about 50%
Target sequence (P0AE70 whole entry, looked up): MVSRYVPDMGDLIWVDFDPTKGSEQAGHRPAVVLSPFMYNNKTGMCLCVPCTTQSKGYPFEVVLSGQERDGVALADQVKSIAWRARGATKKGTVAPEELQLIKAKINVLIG
PriA SSB inh = K. pneumoniae PriA-SSBct interaction inhibition. 430,000 compounds, 0.6% hits. inhibition, % at 33 µM. AlphaScreen SSBct-PriA binding, biotinylated peptide. AID 1272365; in the data active means inhibition mostly above about 37%, no sharp cut-off; inactive means mostly below about 20%;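 further: plate controls were negative control peptide for no effect and reference peptide for full effect; strong numbers were not always called active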
BH1578 lux ind = quorum light induction in luxS cqsA deficient V. cholerae; V. cholerae BH1578 lux reporter, luminescence, 6 h; activation, % at 18.7 µM; 350,000 compounds, 0.16% hits; in the data active means activation mostly above about 9.7%, no sharp cut-off; further: not every result past the cut was called active; inactives centre near 0; reference of the scale not given here
Starred values were filed as active, the others as inactive; i = inactive; x = no result given; & = joins results of further samples. Not all compounds are listed. The share of hits here may be higher or lower than overall.

Sample of the layout:
SMILES	DUSP3 inh	PrPC TRFRET	CCHF vOTU inh	Rv3671c protease	SARS 3CLpro inh	TcdB GH inh	Y pestis TopoI	MazF activator	PriA SSB inh	BH1578 lux ind
CCN(CC(=O)NC1CCS(=O)(=O)C1)S(=O)(=O)c1ccc(Br)cc1 (stereo unspecified)	x	5.6	-7.2	-1.0	x	1.2	-4.1	-26.8	-6.1	i
CCCN(Cc1cc2cccc(C)c2[nH]c1=O)S(C)(=O)=O	7.8	x	x	2.8	-0.2	1.5	-3.0	12.2	-6.6	i
CCN(CC)Cc1c(C(=O)N/N=C/c2cccc3ccccc23)nnn1-c1nonc1N	-11.2	2.0	-0.4	4.0	4.4	-0.4	9.3	-14.8	x	-0.6
Nc1cnccc1C(=O)O	-3.2	6.8	11.2	-2.8	-1.7	-3.5	4.2	16.4	-7.2	i
O=C(Nc1cccc2ccccc12)NC1CCCCC1O (stereo unspecified)	x	0.1	-6.2	-4.0	x	-2.8	-3.2	2.2	-8.8	-1.2
COc1cc(OC)cc(C(C)=O)c1	24.7	-5.7	-4.1	-8.4	-5.5	x	-4.2	7.4	-11.3	12.3
Cc1ccc2c(CC(=O)N3CCOCC3)coc2c1	11.8	-3.1	-11.5	-4.8	4.7	0.7	1.4	-1.7	-4.3	-0.2
COc1ccc(-n2c(=O)c3ccccc3n(CC(=O)c3ccccc3)c2=O)cc1OC	-5.2	-4.2	0.2	-0.6	0.9	1.4	0.1	2.3	0.8&-12.0	2.6
COC(=O)[C@@]12CCCN1[C@H](c1ccc(-c3ccc(C(C)=O)cc3)c(OC)c1)[C@H]1C(=O)N(C)C(=O)[C@H]12	x	-0.2	-0.1	15.2	x	0.6	12.7	1.5	10.8	-8.3
Cn1cc(CNC(=O)c2cc(-c3ccc(Br)cc3)nc3ccccc23)cn1	-1.8	-3.9	-12.4	6.1	2.0	0.1	27.0	-17.8	-2.1	i

This part in full (from the top)
SMILES	DUSP3 inh	PrPC TRFRET	CCHF vOTU inh	Rv3671c protease	SARS 3CLpro inh	TcdB GH inh	Y pestis TopoI	MazF activator	PriA SSB inh	BH1578 lux ind
CCN(CC(=O)NC1CCS(=O)(=O)C1)S(=O)(=O)c1ccc(Br)cc1 (stereo unspecified)	x	5.6	-7.2	-1.0	x	1.2	-4.1	-26.8	-6.1	i
CCCN(Cc1cc2cccc(C)c2[nH]c1=O)S(C)(=O)=O	7.8	x	x	2.8	-0.2	1.5	-3.0	12.2	-6.6	i
CCN(CC)Cc1c(C(=O)N/N=C/c2cccc3ccccc23)nnn1-c1nonc1N	-11.2	2.0	-0.4	4.0	4.4	-0.4	9.3	-14.8	x	-0.6
Nc1cnccc1C(=O)O	-3.2	6.8	11.2	-2.8	-1.7	-3.5	4.2	16.4	-7.2	i
O=C(Nc1cccc2ccccc12)NC1CCCCC1O (stereo unspecified)	x	0.1	-6.2	-4.0	x	-2.8	-3.2	2.2	-8.8	-1.2
COc1cc(OC)cc(C(C)=O)c1	24.7	-5.7	-4.1	-8.4	-5.5	x	-4.2	7.4	-11.3	12.3
Cc1ccc2c(CC(=O)N3CCOCC3)coc2c1	11.8	-3.1	-11.5	-4.8	4.7	0.7	1.4	-1.7	-4.3	-0.2
COc1ccc(-n2c(=O)c3ccccc3n(CC(=O)c3ccccc3)c2=O)cc1OC	-5.2	-4.2	0.2	-0.6	0.9	1.4	0.1	2.3	0.8&-12.0	2.6
COC(=O)[C@@]12CCCN1[C@H](c1ccc(-c3ccc(C(C)=O)cc3)c(OC)c1)[C@H]1C(=O)N(C)C(=O)[C@H]12	x	-0.2	-0.1	15.2	x	0.6	12.7	1.5	10.8	-8.3
Cn1cc(CNC(=O)c2cc(-c3ccc(Br)cc3)nc3ccccc23)cn1	-1.8	-3.9	-12.4	6.1	2.0	0.1	27.0	-17.8	-2.1	i
COc1cc(NS(=O)(=O)c2ccc(NC(=O)c3ccc(S(=O)(=O)N4CCCCC4)cc3)cc2)ncn1	-11.7	-4.7	5.2	2.9	-4.1	0.0	13.2	6.9	-11.7	i
CCOC(=O)[C@@H]1[C@H]2COc3ccccc3[C@@H]2N2C(=O)N(c3ccc(F)cc3)C(=O)[C@]12C	x	2.6	1.6	-7.2	x	1.7	-3.2	3.3	7.2	10.0
COc1ccccc1NC(=O)NNC(=O)c1ccc2ccccc2c1O	7.7	4.9	-22.5	x	2.6	-1.4	-2.5	3.5	7.2	0.4
CCCn1cnc2cc(NCc3ccccc3O)ccc21	-1.2	11.4	2.0	-6.0	-1.0	2.1	-0.6	13.6	-6.1	i
O=C(c1ccc(CS(=O)c2cccc(Cl)c2)o1)N1CCCCCC1 (stereo unspecified)	2.3	9.8	10.2	8.7	-4.4	-0.1	12.4	-0.9	0.5	-0.3
Cc1cc(C)n(CCCNC(=O)c2ccc(C)o2)n1	x	-0.6	-15.4	-6.1	x	0.5	7.0	3.7	-0.4	-2.6
CN(Cc1ccccc1Br)C(=O)CSc1nnnn1C1CC1	x	-0.1	4.2	5.5	x	1.7	4.5	2.3	-16.5	-0.3
CCOC(=O)/C=c1/s/c(=C\c2c(OC)ccc3ccccc23)c(=O)n1CC(=O)NCC1CCCO1 (stereo unspecified)	x	-1.8	16.9	x	x	-4.1	23.7	184.0*	7.1	x
CCOc1ccc(/C=C/C(=O)NC2CCCCC2)cc1	-2.3	-5.8	11.1	0.2	-6.3	1.3	4.1	4.8	-0.6	i
C/C(=C\c1ccc(Cl)cc1)C(=O)c1c(C)cc(C)[nH]c1=O	4.1	0.7	-4.5	-2.6	-2.1	1.1	12.6	0.0	-4.1	-0.6
C=CCn1c(COc2ccccc2)nnc1SC(C)C(=O)N/N=C/c1cc(Cl)ccc1O (stereo unspecified)	7.2	-2.4	12.5	5.1	-1.1	x	21.5	-12.7	x	i
CN(Cc1ccccc1)S(=O)(=O)c1cc2c3c(c1)CCN3C(=O)CC2	x	2.0	-12.3	-1.3	x	0.8	5.8	10.3	-11.3	i
Clc1ccccc1/C=C/c1nc(-c2cccnc2)no1	17.5	-2.0	-6.5	-9.7	9.4	0.0	-6.6	-6.4	-6.6	i
CC1=NN(C(N)=S)C(=O)C1N=Nc1ccc([N+](=O)[O-])cc1 (stereo unspecified)	1.9	x	x	-0.2	-1.4	0.6	0.0	7.8	-5.9	-0.7
COc1ccc(CNC(=O)[C@@H](NC(=O)C2CCN(C(=O)[C@@H]3CCCN3C(=O)OC(C)(C)C)CC2)C(C)C)cc1	12.7	4.3	-7.6	-7.1	-1.1	0.8	1.2	-1.1	-0.6	-0.5
Additional compounds follow.
SMILES	DUSP3 inh	PrPC TRFRET	CCHF vOTU inh	Rv3671c protease	SARS 3CLpro inh	TcdB GH inh	Y pestis TopoI	MazF activator	PriA SSB inh	BH1578 lux ind
C=CCC(C(=O)OC)(C(=O)OC)c1ccc(C(F)(F)F)cc1[N+](=O)[O-]	16.6	1.8	-3.6	1.7	2.8	0.4	-2.2	4.6	10.0	0.0
COc1cc(CNc2ncnc3c2ncn3[C@H]2CN(Cc3ccc4c(c3)OCO4)C[C@@H](CO)O2)cc(OC)c1OC	x	-16.5	7.7	x	x	0.3	8.6	x	x	4.5
Cc1ccc(SCCCCN2CCOCC2)cc1	-28.6	-0.9	0.7	-6.3	4.1	0.6	-4.5	-4.1	2.8	2.3
Cc1cc(C(=O)Nc2nccs2)c2cc(F)ccc2n1	36.7	-6.3	-1.5	-4.1	2.3	1.1	-9.4	4.0	-4.8	-0.3
CCN(CC)C(=S)NC(=O)c1cc(OC)c(OC)c(OC)c1	5.1	5.3	-12.1	8.1	1.2	0.5	3.5	-13.0	-2.9	4.1
CCCOc1ccc(NC(=O)C2CC(=O)N/C(=N/N=C(C)/C=C/c3ccc(N(C)C)cc3)S2)cc1 (stereo unspecified)	-6.9	4.4	2.3	5.3	2.3	x	-5.3	-18.8	x	i
c1ccc2c(c1)NC(CN1CCOCC1)CO2 (stereo unspecified)	24.0	1.3	3.6	-0.8	3.1	x	-5.9	-13.0	-15.6	i
CC(=O)N1CCN(C(=O)COC(=O)COc2ccc(C#N)cc2)CC1	x	3.0	12.2	2.6	x	0.4	0.6	4.7	-11.9	-1.4
CN1CCN(S(=O)(=O)c2ccc3c4c(cccc24)C(=O)N3)CC1	29.2	-26.8	-26.2	-1.2	-3.7	1.3	3.3	2.2	-4.1	-0.4
CC(C)Nc1nc(NNc2nc(Cl)nc(NC(C)(C)C)n2)nc(NC(C)C)n1	1.2	6.2	3.0	3.4	-6.3	-0.1	-11.4	1.5	-1.1	0.8
CC(C)(C)NC(=O)NC(=O)COC(=O)c1cc(=O)[nH]c2ccccc12	3.0	-9.9	10.9	-5.3	4.7	x	-8.2	4.3	-11.3	0.5
COc1ccc2c(c1)C1(C(=O)O)CC=CCC1(C(=O)O)C2 (stereo unspecified)	x	-3.9	5.0	x	x	1.7	-3.9	5.3	5.4	i
COCCNC(=O)CCCn1c(=O)c2ccccc2n(Cc2cccc([N+](=O)[O-])c2)c1=O	4.0	1.9	-2.8	0.5	-1.1	0.3	4.6	-6.7	1.4	i
CCn1nc(C)c(CN2CCCC(CO)(Cc3cccc(Cl)c3)C2)c1C (stereo unspecified)	-14.5	8.2	-4.6	-4.1	-0.9	-0.3	10.8	7.2	-4.5	-0.2
Cc1cc(C)n2nc(SCCOc3ccccc3)nc2n1	21.9	11.0	-16.0	-1.5	-0.7	-0.1	-5.4	-4.6	-2.8	-2.8
CC(C)Cc1nc(Nc2ccccc2C#N)c2nnn(Cc3ccccc3)c2n1	-22.7	28.8*	10.9	6.0	6.3	0.7	32.7	-0.7	-9.0	i
COc1cc(Cl)cc(NC(=O)CCN2CCN(C)CC2)c1	-4.0	-3.9	-4.0	0.0	4.5	x	5.6	-2.8	-2.7	-0.3
CCCCn1c(SCC(=O)Nc2ccc(C)c(S(=O)(=O)N3CCOCC3)c2)nnc1C(CC)N(C)C (stereo unspecified)	x	2.6	17.5	8.7	x	0.3	-1.7	-0.4	-11.7	-1.1
CCC(CC)=NNc1ccc([N+](=O)[O-])cc1[N+](=O)[O-]	9.9	4.6	5.5	1.6	4.9	-0.5	-7.5	7.3	-4.0	-0.1
CN(C)c1ccc(/C=C/C(=O)c2ccc3c(c2)OCO3)cc1	x	5.2	13.1	-24.7	x	-1.3	8.7	-157.3	0.0	i
O=S(=O)(Nc1nc2ccccc2s1)c1ccc(Cl)nc1	22.4	15.6	17.9	3.7	-1.9	2.5	4.2	-5.4	-6.6	-2.6
CCC1CN(C(=O)NCc2ccc(F)cc2)c2ccccc2O1 (stereo unspecified)	70.0	3.7	16.0	x	-0.6	1.5	3.7	0.9	-0.5	0.6
Cc1ccc(S(=O)(=O)N2CCCC2)cc1C(=O)NCCN1CCOCC1	17.9	-1.9	1.1	-9.5	-0.4	0.4	-3.6	-0.7	-8.0	x
O=C(c1cc2cc(F)ccc2[nH]1)N(Cc1cccnc1)CC1CCCN(C2CCCCC2)C1 (stereo unspecified)	-3.6	-9.3	2.3	4.3	-4.5	1.2	-0.8	12.6	1.9	-0.5
Cc1c2cnn(-c3ccccc3)c(=O)c2c(C)n1CCCC(=O)N1CCN(C)CC1	29.2	-8.2	12.4	2.1	0.0	-2.2	11.3	6.4	5.2	-1.2
Cn1cc(Br)c(C(=O)NNC(=O)c2ccc(Br)cc2)n1	20.9	3.6	-6.9	-8.3	2.2	-0.3	0.7	5.6	-16.4	0.2
Cc1nc2nc(SCC(=O)c3ccc([N+](=O)[O-])cc3)[nH]c2cc1Br	49.4	-11.4	7.1	11.1	2.3	x	-7.8	3.3	11.6	-0.1
O=C(CNC(=O)c1cccs1)Nc1ccc(N2CCOCC2)cc1	x	3.1	9.2	-7.2	x	1.6	-2.0	-3.7	-14.1	2.1

From PubChem
